# From PubChem
# UBC9 SUMO inh: inhibitors of human SUMOylation (UBC9); P63279; HTRF SUMOylation assay, SAE1/SAE2 + UBC9, in vitro; inhibition, % at 35 µM; 290,000 compounds, 0.36% hits; in the data active = inhibition above about 50%, passing the limit was not always enough; also: strong numbers were not always called active
# IMP-1 inhibitor: inhibitors of Pseudomonas aeruginosa IMP-1 metallo-beta-lactamase; inhibition, % at 5.6 µM; 290,000 compounds, 0.45% hits; AID 1556; purified IMP-1, nitrocefin hydrolysis, epi-absorbance fluorescence;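 active = inhibition above the mean plus 3 SD of all compounds in the same screening run, cut at about 4.5% in these data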;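 also: 0% = IMP-1 with DMSO and 100% = DMSO wells lacking enzyme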
#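 Test system: recombinant IMP-1 enzyme, purified / Medium: HEPES buffer pH 7.1 with ZnSO4 and Brij 35 / Doses: single dose, 5.6 µM / Times: 25 °C, 15 min preincubation, 25 min reaction / Detection: Epi-absorbance via hydrolysed-nitrocefin quenching of white-plate fluorescence, 480/530 nm, EDTA stop / Evaluation: percent inhibition from optical density relative to buffer-blank wells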
# NS3 helicase inh: blocks Hepatitis C virus NS3 helicase unwinding. inhibition, % at 10.9 µM. 290,000 compounds, 0.56% hits. AID 1800. NS3 helicase DNA unwinding, Cy5 molecular beacon fluorescence;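 active = inhibition above the mean of all tested compounds plus 3 SD, set per campaign, cut at about 35% in these data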;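 also: 0% = DMSO wells and 100% = thioflavine S control wells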
#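 assay system = NS3 helicase fragment of HCV | buffer or medium = MOPS pH 6.5, MgCl2, DTT, Tween20, BSA | timing = 60 min unwinding reaction at 25 °C after ATP addition | signal = Cy5 beacon fluorescence read at start and 1 h | read-out basis = % inhibition of unwinding | control set = low DMSO, high thioflavine S at 110 µM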
# VIM-2 inhibitor: inhibitors of Pseudomonas aeruginosa VIM-2 metallo-beta-lactamase. purified VIM-2, nitrocefin hydrolysis, epi-absorbance fluorescence. inhibition, % at 5.6 µM. 290,000 compounds, 0.89% hits. AID 1527;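 active = inhibition above the mean of all tested compounds plus 3 SD, cutoff set per screening run, cut at about 7.5% in these data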;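 also: red hydrolysis product quenches plate fluorescence so inhibitors raise well fluorescence; 0% = enzyme with DMSO and 100% = DMSO without enzyme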
# GalR3 antagonist: blocks the human galanin receptor 3 | HEK293 GalR3-CNG cAMP membrane potential fluorescence; galR3 body fused to GalR1 C-terminus | 360,000 compounds, 0.44% hits | O60755 | inhibition, % at 3 µM | AID 651719;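 active = inhibition above the screen-wide average plus 3 SD, cut at about 13% in these data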;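 also: forskolin and galanin both at EC90 stimulate the cells; cAMP rise reported by CNG channel membrane potential dye signal; 0% = forskolin plus galanin with DMSO and 100% = forskolin alone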
# p-CIP stab down: compounds decreasing mouse p/CIP protein stability; AID 1984; F442A p/CIP-EGFP cells, EGFP fluorescence, 16 h; 290,000 compounds, 0.01% hits; Q05BA5; decrease of EGFP signal, % at 10 µM;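 active = EGFP signal decrease of at least 30% at 10 µM or well 3 SD below plate mean, unless failing retest; inactive = the rest, including hits failing retest or dose response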; also: some compounds called inactive have numbers as strong as hits; many of its hits are not listed in these tables
# IDE cell activ: IDE (human) activation, cell-based; activation, % at 5.96 µM; P14735; HEK cells, FAbeta-B cleavage, fluorescence polarization; 0% vehicle, 100% cell-free pure enzyme wells; 340,000 compounds, 0.073% hits; AID 493087;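 active = activation above the mean of all tested compounds plus 3 SD, set per screening campaign, cut at about 17% in these data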
# Target sequence (P14735 whole entry, looked up): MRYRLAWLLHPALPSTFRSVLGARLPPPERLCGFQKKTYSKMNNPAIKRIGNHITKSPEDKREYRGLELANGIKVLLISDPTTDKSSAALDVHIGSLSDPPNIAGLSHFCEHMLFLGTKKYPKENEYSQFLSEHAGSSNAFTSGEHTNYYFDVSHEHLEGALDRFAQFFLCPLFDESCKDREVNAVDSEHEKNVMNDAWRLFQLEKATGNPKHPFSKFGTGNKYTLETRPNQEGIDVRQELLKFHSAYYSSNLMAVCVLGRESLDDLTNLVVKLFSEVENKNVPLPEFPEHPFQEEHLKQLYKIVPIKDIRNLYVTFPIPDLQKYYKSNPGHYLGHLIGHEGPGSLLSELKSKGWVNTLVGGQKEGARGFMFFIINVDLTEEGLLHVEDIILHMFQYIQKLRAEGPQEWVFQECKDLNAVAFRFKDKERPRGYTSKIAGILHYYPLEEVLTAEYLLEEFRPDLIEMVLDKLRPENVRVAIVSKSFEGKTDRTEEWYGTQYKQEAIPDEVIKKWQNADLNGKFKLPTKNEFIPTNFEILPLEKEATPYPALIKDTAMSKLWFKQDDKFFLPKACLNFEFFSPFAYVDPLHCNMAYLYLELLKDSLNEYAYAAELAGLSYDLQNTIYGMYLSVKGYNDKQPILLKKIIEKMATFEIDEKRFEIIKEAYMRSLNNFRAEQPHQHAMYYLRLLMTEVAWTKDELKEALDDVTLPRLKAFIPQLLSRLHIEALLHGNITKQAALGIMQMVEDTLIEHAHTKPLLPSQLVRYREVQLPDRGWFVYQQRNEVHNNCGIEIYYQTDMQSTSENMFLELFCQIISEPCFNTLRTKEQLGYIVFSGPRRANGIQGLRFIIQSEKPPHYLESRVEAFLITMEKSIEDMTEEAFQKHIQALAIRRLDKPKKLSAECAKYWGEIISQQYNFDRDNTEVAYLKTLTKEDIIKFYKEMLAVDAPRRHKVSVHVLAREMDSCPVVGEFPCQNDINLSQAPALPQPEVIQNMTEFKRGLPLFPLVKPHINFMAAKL
# CRFBP-R2 block: antagonists of CRF-binding protein/CRF-R2 receptor complex; HEK293 CRF-R2/CRF-BP, CRF-induced calcium fluorescence; inhibition, % at 11.8 µM; 350,000 compounds, 0.59% hits; AID 588475;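 active = inhibition of the ligand-induced calcium signal above about 50% at the single tested concentration, limit read from the data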
# IDE cell inh: inhibitors of human insulin-degrading enzyme in cells; inhibition, % at 5.59 µM; 320,000 compounds, 0.41% hits; HEK cells, FAbetaB cleavage, fluorescence polarization;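 active = percent inhibition above the average of all tested compounds plus 3 SD, set per screening campaign, cut at about 16% in these data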;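 also: IDE supplied by intact live HEK cells; FP after avidin binding of uncleaved biotin substrate so inhibition keeps polarization high; 0% = DMSO wells and 100% = 60 µM reference IDE inhibitor Ii1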
# Starred values were filed as active, the others as inactive; · = no result given. No enrichment for hits. Share with any hit: about 3.2%.
Compound	UBC9 SUMO inh	IMP-1 inhibitor	NS3 helicase inh	VIM-2 inhibitor	GalR3 antagonist	p-CIP stab down	IDE cell activ	CRFBP-R2 block	IDE cell inh
COc1ccc(Br)cc1CNC(=O)C1CCCN(S(C)(=O)=O)C1 (centres undefined)	18.4	-1.9	-2.5	0.6	-2.4	-4.5	-2.6	8.0	-4.2
O=C(NCc1ccccc1Cl)c1cccc(C(F)(F)F)c1	-30.9	-2.2	15.0	-0.7	-2.1	7.6	6.7	15.2	6.1
CCOC(=O)N1CCN(C(=O)c2cc(C)c3c(C)nn(-c4ccccc4)c3n2)CC1	27.2	-1.7	-8.1	-1.8	-4.9	1.7	-1.4	3.0	-3.4
Cc1ccc(-c2noc(CNS(=O)(=O)c3ccccc3)n2)cc1	7.8	0.1	-1.7	-0.3	-1.6	-20.1	-1.6	7.1	-0.7
O=C1CC(N2CCOCC2)C(=O)N1Cc1ccc(N2CCCC2=O)cc1 (centres undefined)	13.2	-2.1	16.2	-2.1	4.0	-9.8	3.6	4.0	1.2
CCN(CC(=O)Nc1cc(Cl)ccc1-n1cncn1)Cc1nc2ccccc2c(=O)[nH]1	·	·	·	·	-7.1	·	2.0	3.3	-2.4
O=C1c2cccc3cccc(c23)C(=O)N1Cc1cccnc1	12.3	-3.8	7.2	-0.4	-1.7	-8.0	1.1	-4.9	2.8
O=C(Nc1ccc(F)cc1)c1ccc(S(=O)(=O)NCc2cccnc2)cc1	-7.2	-3.4	-0.7	-3.7	0.4	-18.0	-2.4	16.1	7.3
CCOC(=O)c1nn(-c2cccc(Cl)c2)c(C)c1C(C)=O	18.0	-4.5	0.8	-1.2	-4.0	-8.3	-3.1	-13.7	-1.2
N#C/C(C(=O)N1CCCCC1)=C1/N=C(N)c2ccccc21	-2.0	-3.9	0.3	0.6	-6.0	-1.7	6.3	-11.3	7.3
COC(=O)COc1ccc(S(=O)(=O)N2CCCCCC2)cc1C	5.0	-5.4	4.9	-2.8	-11.9	2.2	-2.0	-4.9	6.6
COc1ccc(CC(=O)Nc2ccc(S(=O)(=O)Nc3onc(C)c3C)cc2)cc1OC	-13.0	-1.7	1.4	-3.6	-7.3	-1.1	3.6	-10.0	1.1
NN(Cc1ccccc1)C(=S)Nc1ccc(Cl)c(Cl)c1	-5.4	-5.0	-18.5	-5.1	-8.4	2.2	2.2	-34.3	7.2
CCOC(=O)c1cnn(CCOC(=O)C(C)(C)C)c1NC(=O)C(C)(C)C	1.6	-0.2	7.1	0.4	-4.1	-6.8	-1.6	0.3	0.4
COCCCNC(=O)Cn1c(=O)n(CCCCCC(=O)Nc2ccccc2)c(=O)c2sccc21	-1.2	-2.3	-10.6	-1.3	-7.8	11.5	4.2	-4.9	8.2
O=C(Nc1cc(C(=O)N2CCCC2)ccc1N1CCCC1)C1CC1	-28.3	-0.8	-0.3	1.2	-2.7	1.0	-2.9	-5.7	0.3
CCCCCCC(=O)N(O)C1CC(=O)N(c2ccc(C)cc2)C1=O (centres undefined)	7.7	-5.7	19.3	-2.0	-4.5	-12.1	-1.0	36.5	6.3
Cc1cc(N2CCN(C(=O)c3ccco3)CC2)n2nc(-c3cccc(Cl)c3)cc2n1	1.9	-0.6	-4.7	1.2	-6.2	-12.0	-5.1	-1.6	6.9
CC(C)NC(=O)CC(c1ccccc1)c1cc(Br)ccc1O (centres undefined)	-5.0	-3.8	4.9	-7.0	·	-1.5	2.6	-15.4	-0.9
CC1=CC2=NC(=O)/C(=C\c3ccc(OC(=O)c4ccco4)cc3)C(=N)N2O1	3.6	-3.6	-8.0	-3.8	1.4	6.4	3.9	-2.6	5.5
CCOc1cc(-n2nc(C)c(C#N)c2N)nc(SC)n1	17.5	-0.6	7.5	0.8	-4.6	-0.9	·	·	·
COc1ccccc1NC(=O)C(=O)NCC1COc2ccccc2O1 (centres undefined)	10.1	-2.5	5.2	-2.4	-10.6	-4.1	1.6	-11.1	-0.9
Cc1ccc2nc(SCC(=O)NC(=O)NCc3ccco3)[nH]c2c1	-6.5	-3.3	-0.2	-2.5	-1.5	-5.7	1.8	-2.5	1.8
O=C1CN(C(=O)COC(=O)CCc2ccccc2)c2ccccc2N1	·	·	·	·	-1.1	·	4.0	3.1	3.3
COc1cc(NC(=O)c2ccc(COc3ccccc3Br)o2)cc(OC)c1OC	4.1	0.4	-15.8	-1.0	-2.8	-4.2	2.2	-3.6	9.2
CN1CCN(C(=O)CSc2nc(-c3ccco3)cc(C(F)(F)F)n2)CC1	2.2	-0.3	10.3	42.8*	-4.0	14.9	-0.3	14.1	0.8
COc1ccc(OCCCCn2c(CO)nc3ccccc32)cc1	11.7	-3.8	-3.5	-1.5	-9.9	-71.2	7.8	16.4	-1.5
CCOc1ccc(N/C(C)=C\C(=O)c2ccc3c(c2)OCCO3)cc1	9.6	-0.5	6.3	-2.9	-9.9	-3.8	-0.1	-2.5	-1.7
O=C1CSC(c2ccccc2Cl)N1 (centres undefined)	3.9	-3.6	18.9	-1.6	-2.8	-4.5	4.0	28.4	5.0
COc1ccc(NC(=O)C(C)N2c3cccc4cccc(c34)S2(=O)=O)cc1 (centres undefined)	-5.3	-5.4	-7.3	-7.6	-6.0	-12.5	-5.2	-47.0	8.8
CCOC(=O)c1nc(Nc2cccc(C)c2)c2ccccc2n1	-3.0	-2.1	1.2	-1.3	-3.4	13.6	4.4	-7.9	8.2
O=c1[nH]c2ccccc2s1	14.2	0.8	0.4	2.3	-5.6	8.4	5.2	-0.6	3.9
C=C1CC[C@@H]2[C@](C)(CO)[C@H](O)CC[C@@]2(C)[C@@H]1/C=C/C1=CCOC1=O	1.7	-3.4	-3.5	-1.1	-2.5	-5.1	0.5	-3.2	1.4
COc1cc(/C=N/OCC(=O)NC23CC4CC(CC(C4)C2)C3)ccc1OCc1ccccc1	14.6	-2.3	-7.5	-2.5	-5.1	-8.7	4.7	-13.4	3.8
O=C(CCS(=O)(=O)c1ccc(Br)s1)NCc1ccc2c(c1)OCO2	18.8	-1.7	-5.0	-3.2	·	0.6	5.6	-2.3	0.0
Cc1cc(C)n(C(=O)CCN2C(=O)c3ccccc3C2=O)n1	16.9	-0.3	-11.8	-0.6	-3.7	-21.3	-1.5	10.0	-0.2
COc1c(O[C@@H]2O[C@H](CO)[C@@H](O)[C@H](O)[C@H]2O)cc2c(c1OC)-c1ccc(SC)c(=O)cc1C(NC(C)=O)CC2 (some centres undefined)	·	·	·	·	-2.2	·	7.3	10.1	-1.3
COCc1ccc(-c2c(-c3cc(OC)cc(OC)c3)oc(=O)c3cc(OC)c(OC)cc23)cc1	·	·	·	·	-6.6	·	-3.0	11.0	0.6
COc1ccnc(-n2cccc2C#N)c1C#N	-0.1	-3.0	-6.7	0.3	-4.7	-8.7	6.3	5.2	-1.2
Cc1ccc(NC(=O)c2oc3ccccc3c2C)nc1	-3.3	1.5	3.9	1.7	-1.2	13.7	-5.2	-0.6	0.3
O=C(Nc1ccccn1)c1ccc(S(=O)(=O)N2CCCCC2)cc1	·	·	·	·	4.1	·	-1.8	4.5	-2.2
O=C(Nc1c(-c2ccccc2)nc2ccccn12)c1ccccc1F	1.7	-2.2	-9.5	-2.8	-5.4	-7.4	0.6	-7.7	4.3
COC(=O)c1cc(Br)c(=O)n(CCN2CCOCC2)c1	31.1	-0.4	-4.2	-1.2	-3.7	-2.0	-1.9	23.3	5.5
COc1ccc(OC)c(/C=C2\SC(N3CCCCC3)=NC2=O)c1	26.0	-1.0	8.7	2.3	-11.9	-7.7	-1.6	6.4	4.3
CC(=O)N1[C@H](C)C=C[C@]1(Cc1ccccc1)C(=O)NCCN1CCOCC1	·	·	·	·	-1.1	·	3.2	2.4	-2.0
COc1cccc(N=Nc2c(=O)[nH]n3c(C)cc(C)nc23)c1	6.5	-3.1	-3.8	1.7	2.4	-2.4	4.1	2.5	4.2
CCn1cc(C(=O)N2CCCc3ccccc32)c2cc(OC)c(OC)cc2c1=O	15.1	-2.6	-6.5	-2.5	-2.5	-0.3	3.2	-0.1	8.3
CCCCC(=O)NC1(C(F)(F)F)C(=O)N(CC(C)C)C2=C1C(=O)CC(C)(C)C2 (centres undefined)	15.9	-3.1	21.6	-0.5	1.0	1.6	-3.1	12.0	10.3
Cc1ccc(C(C(=O)NC(C)(C)C)N(Cc2ccco2)C(=O)CCC(=O)Nc2ccccn2)cc1 (centres undefined)	3.2	0.1	-4.8	-0.9	-9.6	-2.5	6.0	8.5	-2.4
CCOc1ccc(S(=O)(=O)NC(Cc2c[nH]c3ccccc23)C(=O)O)cc1 (centres undefined)	36.6	-3.4	24.8	-0.8	-2.9	-1.8	4.3	2.6	0.5
Fc1ccc2nc(-c3ccccc3)nc(SCc3nnc(-c4ccccc4)o3)c2c1	-0.4	0.6	0.0	-3.2	-1.7	-4.8	-0.6	-7.3	-3.9
Cc1ccc(OC(C)C(=O)N2CC(=O)Nc3ccccc32)c(C)c1 (centres undefined)	16.1	-2.2	-12.4	-1.4	-8.8	1.5	2.0	-4.4	0.9
N#Cc1ccccc1OCC(=O)OCC(=O)N1CCN(C(=O)c2ccco2)CC1	-0.2	-1.9	13.6	-1.3	-3.1	6.8	-5.3	4.7	2.9
O=C1C=CC(=O)N1Nc1ccc(Br)cc1	5.2	-1.3	20.3	-0.6	-0.9	-2.4	-4.0	-11.2	-0.3
Cc1nnc(SC(C)C(=O)Nc2ccc(S(=O)(=O)NC3CCCCC3)cc2)s1 (centres undefined)	0.8	-1.2	-12.2	-2.4	-3.7	-25.0	-0.4	-14.9	2.6
O=C(CSCc1c[nH]c(=O)[nH]c1=O)OCC(=O)c1ccc(Br)cc1	12.1	-1.3	3.6	-2.6	-1.5	-11.8	8.9	-14.9	-5.8
Cc1nc(-c2ccc(C(=O)N3CCOCC3)cc2)cs1	-1.8	-1.3	-1.2	-2.5	-4.5	-5.3	1.9	-8.9	5.7
COc1ccc(C(=O)Nc2nnc(C3=COCCO3)o2)cc1	20.4	-0.7	-4.5	-1.9	-3.3	-18.1	-0.7	6.7	1.5
CCOC(=O)c1sc(NC(=O)CSc2nc3ccccc3s2)c(C(=O)OCC)c1C	-3.0	-1.6	4.6	-0.7	·	-3.2	·	·	-0.4
Cc1onc(-c2ccccc2)c1CNC(=O)Nc1ccc(F)cc1F	-7.1	-1.6	-8.8	-1.4	0.8	-19.3	0.7	6.4	-0.1
CCOC(=O)c1ccc2nc(NC(=O)c3ccco3)sc2c1	20.6	-5.5	3.8	-0.4	-3.3	2.8	2.7	12.7	-3.8
